MsrA inhibitor: inhibits bovine methionine sulfoxide reductase A | purified bovine MsrA, absorbance read-out | inhibition, % at 15.5 µM | 360,000 compounds, 0.75% hits | AID 651718; in the data active = inhibition above about 4.5%;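 note: 0% = vehicle wells with enzyme and 100% = reference inhibitor wells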
NadD inh: blocks S. aureus nicotinate mononucleotide adenylyltransferase; 360,000 compounds, 0.78% hits; AID 602399; purified NadD enzyme, colorimetric absorbance read-out; inhibition, % at 20 µM; in the data active = inhibition above about 26%; note: some compounds past the cut are filed as inactive
DNMT1 block: inhibitors of human DNMT1; P26358; 360,000 compounds, 0.83% hits; inhibition (reported as % activation of signal), % at 10 µM; AID 588458; DNMT1 molecular beacon, Hinp1I cleavage, fluorescence; in the data active = inhibition above about 50%
Target sequence (P26358 504-1616 limits assumed): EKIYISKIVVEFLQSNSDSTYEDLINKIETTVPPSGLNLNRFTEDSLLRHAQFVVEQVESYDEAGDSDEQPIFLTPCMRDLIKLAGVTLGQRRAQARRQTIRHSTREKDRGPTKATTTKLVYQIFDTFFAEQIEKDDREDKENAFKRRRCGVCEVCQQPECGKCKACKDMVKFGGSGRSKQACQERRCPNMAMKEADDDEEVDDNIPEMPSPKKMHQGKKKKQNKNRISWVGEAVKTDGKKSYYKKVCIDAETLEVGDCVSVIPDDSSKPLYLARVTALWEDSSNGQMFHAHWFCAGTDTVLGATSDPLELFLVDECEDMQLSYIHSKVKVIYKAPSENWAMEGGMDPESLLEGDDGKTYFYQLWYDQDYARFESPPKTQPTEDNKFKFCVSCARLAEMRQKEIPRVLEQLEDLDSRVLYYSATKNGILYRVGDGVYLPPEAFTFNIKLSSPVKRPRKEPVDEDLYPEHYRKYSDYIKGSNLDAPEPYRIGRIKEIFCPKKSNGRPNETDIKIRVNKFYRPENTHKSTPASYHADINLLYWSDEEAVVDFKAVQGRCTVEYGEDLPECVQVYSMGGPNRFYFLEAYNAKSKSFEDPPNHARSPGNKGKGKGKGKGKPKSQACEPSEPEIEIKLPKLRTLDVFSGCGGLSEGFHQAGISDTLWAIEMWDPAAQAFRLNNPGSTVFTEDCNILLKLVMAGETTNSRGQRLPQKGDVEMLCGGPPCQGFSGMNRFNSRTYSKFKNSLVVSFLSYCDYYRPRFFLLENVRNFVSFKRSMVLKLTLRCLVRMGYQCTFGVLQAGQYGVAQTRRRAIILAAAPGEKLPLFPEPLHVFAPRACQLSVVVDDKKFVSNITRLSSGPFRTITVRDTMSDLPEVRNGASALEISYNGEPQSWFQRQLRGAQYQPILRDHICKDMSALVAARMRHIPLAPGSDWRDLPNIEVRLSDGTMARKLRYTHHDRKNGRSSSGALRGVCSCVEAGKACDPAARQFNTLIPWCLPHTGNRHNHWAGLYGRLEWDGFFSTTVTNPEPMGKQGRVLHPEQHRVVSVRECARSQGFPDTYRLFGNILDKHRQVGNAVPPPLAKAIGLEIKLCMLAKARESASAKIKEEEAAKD
Rpn11 inh: blocks the human proteasome subunit Rpn11; 360,000 compounds, 0.59% hits; AID 588493; O00487; calls only at 20 µM; human 26S proteasome, Ub4-pepOG fluorescence polarization; 20S core pre-blocked with epoxomicin;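 active = inhibition at 20 µM, scaled to each plate's controls, above about 33%, limit read from the data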
CSN deneddyl inh: blocks human CSN-mediated cullin deneddylation; Q92905; Purified CSN, SCF-Nedd8-OG deneddylation, fluorescence polarization; inhibition, % at 12.5 µM; AID 651999; 360,000 compounds, 0.38% hits;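 active = pattern-corrected inhibition above about 35%, with an unprinted fluorescence ratio check between 0.5 and 1.5, limit read from the data, passing the limit was not always enough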;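 note: 0% = enzyme with substrate and 100% = substrate without enzyme; some results filed as inactive read as strong as hits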
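Material: purified human Csn5 enzyme expressed in HEK293T cells / Medium: Tris buffer pH 7.5, NaCl, DTT, Tween-20, trehalose, ovalbumin / Compound dosing: 12.5 µM single point / Schedule: 90 min incubation of compound, enzyme and substrate at room temperature / Signal: fluorescence polarization of the substrate / Control set: no-enzyme wells high, enzyme-with-substrate wells low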
SUMO1-SIM PPI: modulators of human SUMO1-mediated protein-protein interactions | P63165 | SUMO1 binding to a labelled peptide, TR-FRET, 1 h | inhibition, % at 20 µM | 360,000 compounds, 0.33% hits | AID 602429; in the data active = inhibition above about 37%
Scp1 inh: inhibitors of human Scp-1 phosphatase; Q9GZU7; Recombinant Scp1, phosphopeptide, malachite green phosphate absorbance; inhibition, % at 20 µM; 340,000 compounds, 0.88% hits; AID 493091;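 active = inhibition above about 50% at 20 µM, limit read from the data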;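 note: plate controls were DMSO wells with enzyme for no effect and wells lacking enzyme for full effect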
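Test system: SCP-1 phosphatase catalytic domain, residues 76-261 | Compound dosing: One concentration, 20 µM, with 1.0% DMSO | Schedule: 45 min room-temperature reaction, 5 min colour, 30 min stabiliser | Detection: Absorbance at 630 nm | Read-out basis: % inhibition of SCP-1 phosphate liberation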
TbMetRS inhib: blocks T. brucei methionyl-tRNA synthetase activity. 360,000 compounds, 0.4% hits. purified T. brucei MetRS, ATP depletion, Kinase-Glo luminescence. inhibition, % at 11.9 µM;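 active = inhibition above a per-plate cutoff of the control wells' mean inhibition plus 3 SD, cut at about 5.5% in these data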;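 note: 0% = DMSO wells median and 100% = median of wells with control inhibitor compound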
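System: purified T. brucei MetRS enzyme / Detection: Kinase-Glo luciferase luminescence reporting remaining unconsumed ATP / Medium: HEPES buffer with MgCl2, KCl, DTT, spermine, BSA, pyrophosphatase / Replication: singlicate, one well per compound / Evaluation: percent inhibition relative to median high and low control wells / Schedule: 2 h aminoacylation at 25 °C after 15 min preincubation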
STEP block: inhibitors of human striatal-enriched phosphatase STEP; 360,000 compounds, 0.25% hits; recombinant STEP, OMFP fluorogenic substrate, fluorescence; inhibition, % at 20 µM;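 active = inhibition at 20 µM, scaled per plate between control wells, above about 37%, limit read from the data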;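 note: 0% = DMSO with enzyme and substrate and 100% = substrate only without enzyme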
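Assay system: isolated STEP enzyme / Timing: 20 min at room temperature, dark / Doses: 20 µM, 1% DMSO / Technique: fluorescence intensity, excitation 480 nm, emission 540 nm / Reagent: fluorogenic phosphatase substrate OMFP at 25 µM final / Measure: percent inhibition scaled to no-enzyme and uninhibited-enzyme controls, plate-pattern corrected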
LMPTP inh: blocks human LMPTP phosphatase. P24666. recombinant LMPTP-A, OMFP fluorogenic substrate, fluorescence intensity. inhibition, % at 20 µM. 360,000 compounds, 0.22% hits;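 active = compounds that cut the enzyme signal by at least half of the control window in the single-dose screen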;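 note: plate controls were DMSO wells with enzyme plus substrate for no effect and substrate without enzyme for full effect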
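Test system: LMPTP-A, protein tyrosine phosphatase of low molecular weight; Input: 0.625 nM enzyme; Incubation: 50 min dark incubation at room temperature; Signal: endpoint fluorescence intensity from OMFP dephosphorylation; Read-out basis: % inhibition versus control wells.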
* hit, by the source's call; i = inactive; · = not tested or not shown.

Each structure is followed by: SUMO1-SIM PPI	STEP block	LMPTP inh	MsrA inhibitor	NadD inh	Scp1 inh	TbMetRS inhib	Rpn11 inh	DNMT1 block	CSN deneddyl inh
c1ccc(-c2c(-c3ccccc3)n(Cc3ccco3)c3ncnc(NCCCn4ccnc4)c23)cc1
    5	8	-0.1	-0.2	27	8	0.2	i	-15	3
O=C(NC(c1ccc(Cl)cc1)c1cnccn1)C1CCN(CCCOc2ccccc2)CC1 (configuration not stated)
    -7	1	-2.0	-0.7	2	·	-0.1	i	-3	0
Cc1ccc(N=C2C(=S)N(c3ccc(C)cc3)C(=N)N2/N=C/c2ccc(Cl)cc2)cc1
    -11	18	0.2	0.8	26	0	0.1	i	-6	-7
Cc1cc(C)cc(OCC(=O)N(C)CC(=O)Nc2ccc(N3CCOCC3)cc2)c1
    1	-3	-0.5	1.2	1	-7	-0.4	i	1	6
O=C(c1ccc[nH]1)N1O[C@@H]2C=C[C@H]1C2
    4	-1	-0.2	0.8	-2	-1	1.1	i	6	-3
Fc1ccc(NC(=S)NCc2ccccn2)cc1
    -3	-5	-1.0	0.8	-4	14	-0.5	i	-2	-1
CC(C)(C)C(=O)CSc1ncnc2c1cnn2Cc1ccccc1
    -2	1	0.9	-1.2	-5	-4	-0.8	i	-1	2
O=C(CCn1nnc2ccccc21)Nc1nnc(Cc2ccccc2)s1
    6	18	-1.8	-0.2	9	-14	0.2	i	5	5
O=C(c1ccc(C(F)(F)F)cc1)C1CCCN(C(=O)CN2CCCC2=O)C1 (configuration not stated)
    8	0	-0.5	0.3	1	-1	-0.1	i	0	-18
CN(CCCC1CCCC1)C(=O)c1cc(COc2c(F)cccc2F)on1
    4	3	3.2	-0.8	-7	-7	-0.3	i	2	0
O=C(Cc1ccc([N+](=O)[O-])cc1)NCc1ccccc1Cl
    -7	1	0.0	-0.1	0	-10	0.0	i	3	-10
O=C(COC(=O)c1cc(S(=O)(=O)N2CCOCC2)ccc1F)Nc1ccc2c(c1)OCO2
    5	-1	-0.6	0.7	-6	7	-0.1	i	-2	5
CCCS(=O)(=O)NC(=O)C1(C)CCN(C(=O)c2ccc(F)cc2Cl)C1 (configuration not stated)
    -4	2	-2.4	·	-4	·	0.1	i	1	-1
O=C1CCCN1C(=O)CSc1ccc2ccccc2n1
    6	0	-0.7	2.9	3	-2	-0.1	i	-1	2
COc1cccc(C(=O)NNC(=O)c2sccc2-n2cccc2)c1
    -2	0	0.1	-0.1	-2	-10	-0.6	i	-1	-1
CCCCNC(=O)CCCCCNS(=O)(=O)c1ccc(Br)cc1
    -2	1	-1.5	-0.1	-3	-11	-0.2	i	-2	4
O=C(NCCN1CCOCC1)c1cc2n(n1)C(C(F)(F)F)CC(c1ccc(F)cc1)N2 (configuration not stated)
    1	15	-1.1	-1.9	-1	-6	-0.4	i	-2	-3
COC(=O)c1ccccc1NC(=O)CSc1n[nH]c(CC(C)C)n1
    -1	1	-1.4	2.1	6	-14	-0.3	i	2	3
O=C(Cc1coc2ccc3ccccc3c12)Nc1nnc(C2CC2)s1
    -1	2	-1.2	-0.7	5	0	-1.9	i	-1	2
Cc1ccc(N(CCC#N)C(=O)COC(=O)c2nc3nc(C)cc(C)n3n2)cc1
    4	-2	-2.4	-0.7	3	-2	-0.3	i	0	-7
O=C(COc1ccc(F)cc1Cl)Nc1ccc(S(=O)(=O)Nc2nccs2)cc1
    11	0	0.8	0.1	-5	-9	0.8	i	-2	5
CC1Cc2ccccc2N1C(=O)COC(=O)c1cccnc1Cl (configuration not stated)
    -1	-1	-0.9	-0.8	-3	-6	-1.1	i	1	-1
Clc1ccc(CN(CC2CCCO2)C(c2cccs2)c2nnnn2C2CCCC2)cc1 (configuration not stated)
    -1	-2	3.0	1.2	2	-2	1.0	i	2	1
Cc1ccsc1C1CC(=O)NC2=C1C(=O)CC(C)(C)C2 (configuration not stated)
    1	1	-1.2	-1.2	6	-2	-0.8	i	3	3
CCOC(=O)C1=C(C)NC2=C(C(=O)C(C(=O)OCC)C(c3cccc(OC)c3)C2)C1c1ccccn1 (configuration not stated)
    -4	-5	-0.1	0.7	-3	-7	-0.1	i	1	3
COc1ccccc1CNC(=O)C1CCCN(S(=O)(=O)c2cccc3nsnc23)C1 (configuration not stated)
    -30	1	-1.4	2.1	-1	3	-0.8	i	-5	4
COc1ccc(/C=C(\C#N)c2c[nH]c3ccccc23)cc1
    -11	1	0.7	2.8	-7	-13	0.4	i	-2	1
O=C(O)c1cccc2c1C(=O)N(C1CCCC1)C2
    4	-1	-1.3	-0.7	-8	4	-0.8	i	0	0
Cc1ccc(N(C(=O)c2csnn2)C(C(=O)NC2CCCC2)c2cccnc2)cc1 (configuration not stated)
    1	1	-1.2	-0.2	-3	-3	-0.1	i	0	4
CCC(CC)C(=O)N(C)c1c(C)nc2c(OCc3cc(Cl)cc(Cl)c3)cccn12
    5	4	1.6	2.7	4	·	0.5	i	-3	6
COc1ccc(C2CC(c3cccs3)=NN2C(=O)CCCC(=O)O)cc1OC (configuration not stated)
    -3	1	-1.8	-0.1	-2	·	-0.1	i	-2	0
CN(Cc1ccc(F)cc1)C(=O)CCc1nnc(-c2ccccc2)o1
    2	-1	0.5	-0.3	-2	-4	-0.4	i	6	6
CCOc1ccc2[nH]c3c(NCCN(CC)CC)ncnc3c2c1
    9	1	0.1	0.7	-1	-6	-0.1	i	0	4
C[C@]12c3[nH]c4cc(-c5ccco5)ccc4c3CCN1C(=O)[C@@H](CC(=O)NCCN1CCOCC1)C[C@@H]2C(=O)N1CCCCC1
    -12	4	-9.2	0.4	-6	10	0.1	i	1	-6
Cc1c(NC(=O)/C=C/c2ccc(S(=O)(=O)N3CCOCC3)cc2)c(=O)n(-c2ccccc2)n1C
    -7	1	-0.9	2.8	1	21	1.0	i	-7	-1
Cc1ccc(C(=O)N(CC(C)C)c2nc3ccccc3s2)o1
    1	7	2.1	2.0	-5	-12	0.3	i	5	2
C(=C\c1ccccc1)/CNCC1CCCO1 (configuration not stated)
    -1	-1	-2.7	-1.4	-15	-6	-0.3	i	-2	-4
CC(C)(C)c1ccc(C(O)c2ncc(-c3ccccc3Cl)[nH]2)cc1 (configuration not stated)
    4	1	2.3	-0.9	-6	·	0.4	i	11	4
COc1ccc(C(=O)CCC(=O)N2CCN(c3ccccc3)CC2)cc1
    0	-1	-1.5	0.4	4	-1	0.2	i	-2	0
COc1cccc(CN(C)S(=O)(=O)c2ccccc2Br)c1
    4	1	0.8	-0.9	-3	-7	-0.9	i	1	-4
O=C(NCCc1c[nH]c2ccccc12)/C(=C/c1cccnc1)NC(=O)c1ccccc1
    -2	-5	0.6	-0.6	4	1	-0.7	i	-1	-4
COc1ccc(-c2noc(CSc3nc(N)cc(=O)[nH]3)n2)cc1
    1	-3	0.6	-0.6	-5	-11	0.8	i	-1	1
CC[C@]12C(=O)N(C)C[C@H]([C@@H]3C(=O)N(Cc4ccccc4)C(=O)[C@@H]31)N2C(=O)c1ccccc1
    2	-2	-1.5	0.0	4	-5	-0.1	i	-2	-1
COc1cc(/C=N/N2CCN(Cc3ccccc3)CC2)cc(OC)c1OC
    -5	-4	-0.7	-0.1	0	·	-0.4	i	0	0
Nc1ccc2c(c1)sc1ccccc12
    -2	-8	1.4	-0.2	6	-5	-0.4	i	-14	2
CCCCSc1nc2ccccc2n1CC(=O)O
    1	-2	-1.8	-1.7	-6	-4	-0.5	i	1	-1
Nn1c(SCC(=O)Nc2c(F)cc(F)cc2Br)nnc1C1CCCCC1
    46*	4	0.3	-0.4	10	0	-0.2	i	-46	108*
COc1ccc(OCC(=O)Nc2ccc(NC(=O)c3ccco3)c(C)c2)cc1
    -3	-3	0.0	-1.5	-19	0	0.6	i	-2	1
Cc1cc(C(C)(C)C)cc(C)c1CCNC(=O)c1ccc[n+]([O-])c1
    2	2	-0.7	0.2	-5	-5	-0.1	i	1	-2
O=C1NC[C@@H](c2ccccc2)OC(=O)[C@@H](Cc2ccc(F)cc2)C/C=C\C[C@@H]1CC(=O)N(CCO)Cc1ccccc1
    3	0	0.6	-0.9	-7	-8	0.1	i	-8	1
COCCn1c(N2CCN(c3ccc(OC)cc3)CC2)nc2c1c(=O)[nH]c(=O)n2C
    0	-3	1.3	-0.6	3	-5	-0.4	i	-1	2
COc1ccc(C(=O)NC2CCN(C(=O)NCc3ccccc3)CC2)cc1
    0	-1	0.0	0.6	2	-6	0.0	i	2	2
Cc1c(NC(=O)c2ccccc2N(C)S(=O)(=O)c2ccccc2)c(=O)n(-c2ccccc2)n1C
    1	0	0.0	-0.2	2	7	-0.2	i	1	1
O=C(NC1CCCC1)C(c1cccs1)N(C(=O)c1ccco1)c1ccc2c(c1)OCO2 (configuration not stated)
    0	0	0.3	-0.4	2	-8	0.2	i	-2	-1
COC(=O)c1ccc(C)c(NC(=O)Cc2coc3cc(OC)ccc23)c1
    2	-2	0.0	-0.4	-3	-4	-1.3	i	9	2
CCc1ccc2c(c1)C(c1ccc([N+](=O)[O-])cc1)=NNC(c1ccccc1)=N2
    -13	2	0.0	1.8	6	-2	-0.7	i	9	1
CCOc1ccc(N(CC(=O)N2CCN(c3ccccc3F)CC2)S(=O)(=O)c2c(C)noc2C)cc1
    2	0	1.1	-1.5	-12	0	-0.6	i	1	-3
O=S(=O)(Nc1ccc(C(O)(C(F)(F)F)C(F)(F)F)cc1)c1cccc2ccccc12
    -2	-4	1.8	1.4	-11	·	0.1	i	-22	4
Cc1ccc(F)cc1CNC(=O)C1CCC(=O)N(CC2CCCCC2)C1 (configuration not stated)
    5	-1	-1.2	0.3	-7	13	-0.9	i	0	-1

Arranged by the number under TbMetRS inhib (high to low): 3 of the compounds above
Each structure is followed by: SUMO1-SIM PPI	STEP block	LMPTP inh	MsrA inhibitor	NadD inh	Scp1 inh	TbMetRS inhib	Rpn11 inh	DNMT1 block	CSN deneddyl inh
COc1ccc(OCC(=O)Nc2ccc(NC(=O)c3ccco3)c(C)c2)cc1
    -3	-3	0.0	-1.5	-19	0	0.6	i	-2	1
O=C1NC[C@@H](c2ccccc2)OC(=O)[C@@H](Cc2ccc(F)cc2)C/C=C\C[C@@H]1CC(=O)N(CCO)Cc1ccccc1
    3	0	0.6	-0.9	-7	-8	0.1	i	-8	1
CCCCSc1nc2ccccc2n1CC(=O)O
    1	-2	-1.8	-1.7	-6	-4	-0.5	i	1	-1
